A-T KAP1 phos: candidate therapy for ataxia-telangiectasia. […] A-T fibroblasts, KAP-1 phosphorylation AlphaLISA; neocarzinostatin DNA damage 30 min before lysis. Potency, µM (doses to about 57.5 µM), inactives show at the highest dose activation, actives largely listed as activators. actives 0.19% (n = 320,000); also: potency is read from the fitted curve at half-maximal effect; % of control where 0% means no effect; nearly all actives have a fitted effect of over 45% in size
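hTERT-immortalized A-T patient fibroblasts ([…]), 500 cells/well in OPTI-MEM, 1% FBS, got compounds for 60 min, then NCS for 30 min at 37C. Lysates were then assayed for phospho-KAP-1 by AlphaLISA (anti-pKAP1 donor, anti-KAP1 acceptor beads), 6 hr at 25C.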
KCNH2 3.1 inh: blocks the human KCNH2 3.1 channel isoform; activity change, % (tested at about 1.8 µM); actives 0.95% (n = 340,000); AID 720553; U2OS KCNH2 3.1, thallium flux FluxOr; hits give low values;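 active = maximum activity change below -70%; inconclusive = maximum activity change from -70% to -50%; inactive = maximum activity change above -50%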;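 also: thallium influx rate constant from kinetic fluorescence after stimulation buffer; % is scaled to controls: 0 for no effect and ±100 for the full control effect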
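We transduce U2OS cells with the mutant 3.1 virus, culture them overnight, load FluxOr with Red40 quencher for 45 min, then add stimulation buffer and read kinetically for 2 min to derive a normalized rate constant.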
USP2a block: inhibitors of human ubiquitin-specific protease USP2a; O75604; USP2 core, Ub-CHOP2 coupled fluorogenic reporter, 485/531; Potency, µM (highest dose often 38.3 µM), inactives show top-dose activity change, negative = inhibition, most hits filed as inhibitors; actives 0.01% (n = 330,000); AID 463254;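 also: potency is read from the fitted curve at half-maximal effect; plate controls were DMSO wells for no effect and full inhibition by NEM control for full effect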
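USP2 core (10nM final) preincubated 30min RT with compound in 20mM Tris-HCl pH 8.0, 2mM CaCl2, 2mM beta-mercaptoethanol, 0.05% CHAPS; 25nM Ub-CHOP2 plus 25nM reporter substrate added, fluorescence (Ex485/Em531) read after 60min.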
ELG1 repair inh: inhibitors of ELG1-dependent DNA repair in HEK293T cells | Potency, µM (series often up to 46.1 µM), inactives show at the highest dose activity change, negative = inhibition, most hits filed as inhibitors | HEK293T ELG1-luciferase reporter, luminescence, 16 h; DNA damage induced by 5-fluorouridine | actives 2.3% (n = 330,000); also: potency is read from the fitted curve at half-maximal effect; % is scaled to controls: 0 for no effect and ±100 for the full control effect; nearly all actives have a fitted effect of over 55% in size
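Luminescence from the luciferase reporter, measured 30 min after ONE-Glo reagent at room temperature, was the read-out. Beforehand, 2,000 cells per well were exposed for 16 hr at 37 °C to 5-fluorouridine together with compound or vehicle.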
TRPV1 agonist: agonists of human vanilloid receptor 1 (TRPV1) | AID 540275 | activation, % at 8.33 µM | TRPV1-expressing cells, Fluo-8 calcium influx, agonist mode | actives 0.19% (n = 320,000); in the data active = activation above about 80%; inconclusive = between about 30% and that limit; also: 0% is about no effect
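Cells expressing TRPV1 were dye-loaded with Fluo-8 and read kinetically: 10 s baseline, 3 min after compound (agonist portion), then 2 min after EC20 capsaicin (allosteric enhancer portion). Calcium-bound dye fluorescence at 480/520 nm.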
TCR activator: activators of T cell receptors. primary human leukocytes, anti-CD3, IL-2 HTRF, 48 h. Potency, µM (doses to about 9.22 µM), inactives show at the top dose activation of IL-2 secretion, hits mostly activators. 330,000 tested, under 10 active; also: % of control where 0% means no effect
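Compounds are tested in HTS on primary human leukocytes co-incubated with a-CD3 beads for 48 hr. IL-2 output is measured by time-resolved FRET.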
Mito fusion act: mitochondrial division inhibition or fusion activation | S. cerevisiae fusion-defective mutant growth rescue, CellTiterGlo 48 h | Potency, µM (series often up to 46.1 µM), for the others: at the top dose growth rescue (activation), actives largely listed as activators | actives 0.23% (n = 320,000) | AID 485298;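 also: potency is read from the fitted curve at half-maximal effect; % of control where 0% means no effect; nearly all actives have a fitted effect of over 45% in size; temperature-sensitive fusion mutants such as fzo1-1 at 37 °C on non-fermentable ethanol glycerol medium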
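Growth-rescue viability read-out: after 48 h at the non-permissive 37C in glycerol/ethanol YPEG, yeast mitochondrial fusion mutants are measured by CellTiterGlo luminescence; compounds (23 nl pinned per well) restoring growth score as division inhibitors or fusion activators.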
Eya2 inh: inhibitors of human Eya2 phosphatase activity. recombinant Eya2, OMFP fluorescence dephosphorylation (OMFP is methylfluorescein phosphate). Potency, µM (top dose mostly 76.9 µM), for inactives: top-dose activity, negative = inhibition, usual class: inhibitors. AID 488837. actives 0.006% (n = 330,000). O00167; also: potency is read from the fitted curve at half-maximal effect; % is scaled to controls: 0 for no effect and ±100 for the full control effect
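Eya2 (0.2 uM) preincubated 10 min at ambient with compound, then OMFP substrate added at 50 uM; 10 min reaction in 50 mM HEPES pH 7.5, 50 mM NaCl, 5 uM MgCl2, 0.05% BSA, 1 mM DTT. Fluorescence read at Ex 485/Em 525 nm.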
hERG WT inh: KCNH2 (human, wildtype) channel inhibition. U2OS, BacMam KCNH2, thallium flux FluxOr; hits give low values. activity change, % at 1.84 µM. actives 0.37% (n = 340,000). Q12809. AID 720551;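 active = maximum activity change below -70%; inconclusive = maximum activity change between -70% and -50%; inactive = maximum activity change above -50%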; also: % is scaled to controls: 0 for no effect and ±100 for the full control effect
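U2OS cells transduced with wild-type KCNH2 virus are loaded with FluxOr dye for 45 min, and thallium flux is measured in kinetic reads before and after stimulation buffer. Rate constants are normalized to DMSO controls.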
TSHR antagonist: human thyrotropin receptor antagonism. P16473. TSHR-expressing cells, TSH-stimulated cAMP HTRF, 2 h; hits give low values. activity change, negative = inhibition, % at 11.5 µM. actives 0.2% (n = 330,000). AID 504810;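 active = activity change below a set negative limit, meaning inhibition stronger than a set level, cut at about -70% in these data; inconclusive = activity change between two set negative limits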; also: % is scaled to controls: 0 for no effect and ±100 for the full control effect
Target sequence (P16473 whole entry, looked up): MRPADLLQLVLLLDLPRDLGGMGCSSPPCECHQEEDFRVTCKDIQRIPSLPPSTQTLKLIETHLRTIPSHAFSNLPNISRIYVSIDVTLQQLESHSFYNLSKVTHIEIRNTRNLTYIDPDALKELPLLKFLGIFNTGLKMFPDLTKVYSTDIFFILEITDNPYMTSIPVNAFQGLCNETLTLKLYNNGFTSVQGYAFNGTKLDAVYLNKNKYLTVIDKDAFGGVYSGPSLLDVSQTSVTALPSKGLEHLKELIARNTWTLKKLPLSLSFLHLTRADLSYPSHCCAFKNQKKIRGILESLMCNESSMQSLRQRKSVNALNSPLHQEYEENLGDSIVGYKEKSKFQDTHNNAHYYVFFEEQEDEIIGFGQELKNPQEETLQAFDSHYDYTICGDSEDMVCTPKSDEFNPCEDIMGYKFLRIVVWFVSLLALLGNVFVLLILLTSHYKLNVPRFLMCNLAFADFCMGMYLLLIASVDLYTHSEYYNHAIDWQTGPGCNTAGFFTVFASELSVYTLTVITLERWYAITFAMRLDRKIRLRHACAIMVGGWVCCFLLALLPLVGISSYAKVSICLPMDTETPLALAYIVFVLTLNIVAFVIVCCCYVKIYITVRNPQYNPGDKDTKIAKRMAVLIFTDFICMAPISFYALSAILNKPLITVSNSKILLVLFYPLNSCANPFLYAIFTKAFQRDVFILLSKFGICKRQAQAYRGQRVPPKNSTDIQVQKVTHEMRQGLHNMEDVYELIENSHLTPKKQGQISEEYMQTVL
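Read-out is FRET at 665 nm (cryptate excitation 337 nm) from a cryptate-tagged anti-cAMP antibody, competed by cell cAMP against cAMP-d2. Compounds are tested on freshly harvested TSHR cells challenged with 4nM TSH (EC80) for 2 hours at 37 deg C.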
An asterisk follows results filed as active; & = joins results of further samples; [ ] = another dose, or the depositor's remark. Unless noted, calls follow the shape of the dose curve; as a rule, active = well fitted curve in the direction sought with a large enough effect; inconclusive = small, poorly fitted or top-dose-only effect, or another doubt; inactive = no such curve, though single readings can be large; an effect the other way counts as inactive or inconclusive.

`C/C(=N\NC(=O)c1nnn(-c2nonc2N)c1CN1CCCCCC1)c1ccc(Br)cc1` gave A-T KAP1 phos -10%, KCNH2 3.1 inh -35, USP2a block 0%, ELG1 repair inh -15%, TRPV1 agonist 3, TCR activator -1%, Mito fusion act -35%[inhibitor], Eya2 inh 0%, hERG WT inh 0 and TSHR antagonist -10.
`COc1cccc(N2CCN(S(=O)(=O)c3ccc4c(c3)oc(=O)n4C)CC2)c1` gave A-T KAP1 phos -1%, KCNH2 3.1 inh 19, USP2a block -1%, ELG1 repair inh -8%, TRPV1 agonist 3, TCR activator 6%, Mito fusion act 4%, Eya2 inh 6%, hERG WT inh 6 and TSHR antagonist -9.
Screening CC(C)C(=O)N1CCN(CCN=CC2=C(O)CC(c3ccco3)CC2=O)CC1 (centres undefined) returned A-T KAP1 phos inconclusive, KCNH2 3.1 inh -24&3, USP2a block 2%, ELG1 repair inh 0%, TRPV1 agonist 3, TCR activator -3%&4%, Mito fusion act -6%, Eya2 inh 1%, hERG WT inh -16&-2 and TSHR antagonist 37.
For CCOc1ccc(CC(=O)NNC(=S)NCCc2ccccc2)cc1 the results were A-T KAP1 phos -3%, KCNH2 3.1 inh -2, USP2a block 0%, ELG1 repair inh -5%, TRPV1 agonist 0, TCR activator 9%, Mito fusion act 2%, Eya2 inh -4%, hERG WT inh 3 and TSHR antagonist -3.
Screening N#CCSc1nnc2ccc3ccccc3n12 returned A-T KAP1 phos -6%, KCNH2 3.1 inh 4, USP2a block 2%, ELG1 repair inh inconclusive, TRPV1 agonist -3, TCR activator -3%, Mito fusion act 1%, Eya2 inh -19%, hERG WT inh -6 and TSHR antagonist 9.
For N#CCCN(C(=O)COc1ccc(Cl)cc1Cl)c1ccccc1 the results were A-T KAP1 phos 0%, KCNH2 3.1 inh 2, USP2a block 2%, ELG1 repair inh 8%, TRPV1 agonist -2, TCR activator -2%[46.1 µM], Mito fusion act 1%, Eya2 inh 4%, hERG WT inh -6 and TSHR antagonist -1.
For C[C@H](CO)N1C[C@H](C)[C@@H](CN(C)Cc2ccc(Cl)c(Cl)c2)Oc2c(NS(=O)(=O)c3ccc(F)cc3)cccc2C1=O the results were A-T KAP1 phos 9%, KCNH2 3.1 inh -6, USP2a block 0%, ELG1 repair inh inconclusive, TCR activator 0%, Eya2 inh -28%, hERG WT inh -25 and TSHR antagonist -2.
For Cn1ncc(Cl)c1C(=O)NCc1ccco1 the results were A-T KAP1 phos 1%, USP2a block 1%, ELG1 repair inh -4%, TRPV1 agonist 2, TCR activator -5%, Mito fusion act 5%, Eya2 inh 7%, hERG WT inh -7 and TSHR antagonist 6.
For O=Cc1ccc(O)cc1O the results were A-T KAP1 phos -10%, KCNH2 3.1 inh 0, USP2a block 1%, ELG1 repair inh 0%, TRPV1 agonist 1, TCR activator 1%, Mito fusion act 4%, Eya2 inh 4%, hERG WT inh 9 and TSHR antagonist 35.
Screening Cc1onc(-c2ccccc2)c1C(=O)Nc1sc2c(c1C(N)=O)CCC2 returned A-T KAP1 phos -5%, KCNH2 3.1 inh -8, USP2a block -1%, ELG1 repair inh 0%, TRPV1 agonist 17, Mito fusion act 18%, Eya2 inh -18%, hERG WT inh 0 and TSHR antagonist -2.
`COc1ccc(NC(=O)c2ccccn2)cc1OC` gave A-T KAP1 phos -7%, KCNH2 3.1 inh 8, USP2a block 2%, ELG1 repair inh inconclusive, TRPV1 agonist 7, TCR activator 1%[46.1 µM], Mito fusion act 2%, Eya2 inh -8% and TSHR antagonist 5.
Cc1cc(Br)ccc1SCC(=O)OCC(=O)NC1CC1 was read as A-T KAP1 phos -4%, KCNH2 3.1 inh 19, USP2a block 7%, ELG1 repair inh -11%, TRPV1 agonist 25, TCR activator 1%, Mito fusion act -2%, Eya2 inh -10%, hERG WT inh inactive and TSHR antagonist -6.
Screening COc1ccc(CC(=O)OCC(=O)N2CCc3ccccc32)cc1OC returned A-T KAP1 phos -15%, KCNH2 3.1 inh 20, USP2a block 1%, ELG1 repair inh 20%, TRPV1 agonist 3, TCR activator 1%, Mito fusion act -2%, Eya2 inh 9%, hERG WT inh -2 and TSHR antagonist -3.
Screening Cc1[nH]n(C(C)(C)C)c(=O)c1Sc1ccc(Cl)cc1 returned A-T KAP1 phos 2%, KCNH2 3.1 inh 11, USP2a block 0%, ELG1 repair inh 3%, TRPV1 agonist 1, TCR activator -6%, Mito fusion act -4%, Eya2 inh 0%, hERG WT inh -49 and TSHR antagonist -6.
`COCCNC(=O)CN1CCC(NC(=O)Nc2ccc(C(F)(F)F)cc2)CC1` gave A-T KAP1 phos -5%, KCNH2 3.1 inh -16, USP2a block -1%, ELG1 repair inh 1%, TRPV1 agonist 6, TCR activator 5%, Mito fusion act -9%, Eya2 inh 0%, hERG WT inh 6 and TSHR antagonist 6.
`CN1CC2CCCC3(C1)C(=O)NC1(CCCCC1)N=C23` (centres undefined) gave A-T KAP1 phos 2%, KCNH2 3.1 inh -1, USP2a block -3%, ELG1 repair inh 4%, TRPV1 agonist -1, TCR activator -2%, Mito fusion act -8%, Eya2 inh 2%, hERG WT inh 0 and TSHR antagonist -6.
Screening CC(c1ccccc1)n1cnc2ccccc21 (centres undefined) returned A-T KAP1 phos 11%, KCNH2 3.1 inh 7, USP2a block 1%, ELG1 repair inh -8%, TRPV1 agonist 3, TCR activator -6%, Mito fusion act -4%, Eya2 inh 0%, hERG WT inh 1 and TSHR antagonist -3.
Cc1ccc(CN(Cc2ccccn2)C(=O)Nc2c(F)cccc2F)cc1 was read as A-T KAP1 phos 5%, KCNH2 3.1 inh -3, USP2a block -1%, ELG1 repair inh -22%, TRPV1 agonist 24, TCR activator -1%, Mito fusion act -10%, Eya2 inh -5%, hERG WT inh -2 and TSHR antagonist 0.
For CC(=O)N1c2ccc(S(=O)(=O)NCCc3ccc(S(N)(=O)=O)cc3)cc2CC1C (centres undefined) the results were A-T KAP1 phos -7%, KCNH2 3.1 inh -31, USP2a block -1%, ELG1 repair inh 7%, TRPV1 agonist 0, TCR activator -9%, Mito fusion act 0%, Eya2 inh 5%, hERG WT inh 26 and TSHR antagonist 21.
Screening CCCCC(=O)OCC(=O)c1ccc(OCC)cc1 returned A-T KAP1 phos 1%, KCNH2 3.1 inh 13, USP2a block 0%, ELG1 repair inh inconclusive, TRPV1 agonist 0, TCR activator 2%[46.1 µM], Mito fusion act 5%, Eya2 inh 3%, hERG WT inh -17 and TSHR antagonist 18.

Random excerpt: 2 compounds from above
For N#CCCN(C(=O)COc1ccc(Cl)cc1Cl)c1ccccc1 the results were A-T KAP1 phos 0%, KCNH2 3.1 inh 2, USP2a block 2%, ELG1 repair inh 8%, TRPV1 agonist -2, TCR activator -2%[46.1 µM], Mito fusion act 1%, Eya2 inh 4%, hERG WT inh -6 and TSHR antagonist -1.
Cc1cc(Br)ccc1SCC(=O)OCC(=O)NC1CC1 was read as A-T KAP1 phos -4%, KCNH2 3.1 inh 19, USP2a block 7%, ELG1 repair inh -11%, TRPV1 agonist 25, TCR activator 1%, Mito fusion act -2%, Eya2 inh -10%, hERG WT inh inactive and TSHR antagonist -6.

(next part)
Screening COc1ccc(N2CCN(C(c3cc4cc(C)ccc4[nH]c3=O)c3nnnn3Cc3ccccc3)CC2)cc1 (centres undefined) returned KCNH2 3.1 inh -6, USP2a block -8%, ELG1 repair inh inconclusive, TRPV1 agonist -2, TCR activator -4%, Mito fusion act 0%, Eya2 inh 12%, hERG WT inh -4 and TSHR antagonist 15.
O=C(CN1CCCCC1)Nc1c2c(nc3ccccc13)N(c1ccccc1)CC2 was read as A-T KAP1 phos 25%, KCNH2 3.1 inh -26, USP2a block -2%, ELG1 repair inh 9%, TRPV1 agonist 0, TCR activator 3%, Mito fusion act -9%, Eya2 inh -15%, hERG WT inh 0 and TSHR antagonist 5.
For O=C(O)CC(NCc1ccco1)C(=O)OCCCl (centres undefined) the results were A-T KAP1 phos -3%, KCNH2 3.1 inh 6, USP2a block 0%, ELG1 repair inh -5%, TRPV1 agonist -1, Mito fusion act 4%, Eya2 inh 4%, hERG WT inh 10 and TSHR antagonist 1.
Cc1ccc(S(=O)(=O)CCC(=O)Nc2nc3c(s2)CCCC3)cc1 was read as A-T KAP1 phos 0%, KCNH2 3.1 inh 2, USP2a block 0%, ELG1 repair inh -11%, TRPV1 agonist -1, TCR activator 1%, Mito fusion act -1%, Eya2 inh 6%, hERG WT inh 6 and TSHR antagonist -3.

Source: PubChem BioAssay (National Center for Advancing Translational Sciences (NCATS))

These rows are one share of the data. The share of hits here may be higher or lower than overall.
